From PubChem BioAssay
Gli-Sufu antag: Gli-Sufu pathway antagonists, primary screen, luciferase luminescence, Sufu-KO-LIGHT cells, uHTS; Sufu-KO-LIGHT fibroblasts, Gli luciferase reporter luminescence; inhibition, % at 5 µM; 340,000 tested, 0.74% active; AID 588413, 2011;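 active means inhibition above about 55%, limit read from the data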;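 further: 0% = DMSO-treated cells and 100% = wells with medium but no cells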
Jurkat NFkB inh: inhibitors of induced NF-kB luciferase reporter, primary screen, TCR NF-kB activation inhibitor project, cell-based, luminescence, uHTS; 330,000 tested, 0.53% active; AID 435003, 2010; inhibition, % at 4 µM; Jurkat, PMA/ionomycin-induced NF-kB luciferase reporter; in the data active means inhibition above about 50%
Mdm2 MdmX PPI: inhibitors of human Mdm2-MdmX association, primary screen, cell-based, luminescence, split luciferase, SaOS-2, uHTS; Protein Mdm4 (Homo sapiens) + E3 ubiquitin-protein ligase Mdm2 (Homo sapiens), …; SaOS-2 split-luciferase Mdm2/MdmX complementation; inhibition, % at 8 µM; 330,000 tested, 3% active; AID 485346, 2010;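 active means inhibition of at least 50% at 8 µM in the primary screen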
Target sequence (O15151 whole entry, looked up): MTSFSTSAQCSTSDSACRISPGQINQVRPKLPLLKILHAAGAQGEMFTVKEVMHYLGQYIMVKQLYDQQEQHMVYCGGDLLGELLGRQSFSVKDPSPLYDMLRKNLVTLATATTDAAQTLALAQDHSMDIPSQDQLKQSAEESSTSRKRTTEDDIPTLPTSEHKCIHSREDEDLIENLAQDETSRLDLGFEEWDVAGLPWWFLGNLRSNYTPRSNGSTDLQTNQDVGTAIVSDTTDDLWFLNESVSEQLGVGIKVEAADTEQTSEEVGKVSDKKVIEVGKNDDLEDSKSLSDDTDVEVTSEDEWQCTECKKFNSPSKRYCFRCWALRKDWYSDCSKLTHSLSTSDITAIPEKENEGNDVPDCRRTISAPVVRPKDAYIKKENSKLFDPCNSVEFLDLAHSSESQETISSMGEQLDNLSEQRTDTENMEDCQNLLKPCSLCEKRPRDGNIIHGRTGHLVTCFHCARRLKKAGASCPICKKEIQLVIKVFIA
Target sequence (Q00987 whole entry, looked up): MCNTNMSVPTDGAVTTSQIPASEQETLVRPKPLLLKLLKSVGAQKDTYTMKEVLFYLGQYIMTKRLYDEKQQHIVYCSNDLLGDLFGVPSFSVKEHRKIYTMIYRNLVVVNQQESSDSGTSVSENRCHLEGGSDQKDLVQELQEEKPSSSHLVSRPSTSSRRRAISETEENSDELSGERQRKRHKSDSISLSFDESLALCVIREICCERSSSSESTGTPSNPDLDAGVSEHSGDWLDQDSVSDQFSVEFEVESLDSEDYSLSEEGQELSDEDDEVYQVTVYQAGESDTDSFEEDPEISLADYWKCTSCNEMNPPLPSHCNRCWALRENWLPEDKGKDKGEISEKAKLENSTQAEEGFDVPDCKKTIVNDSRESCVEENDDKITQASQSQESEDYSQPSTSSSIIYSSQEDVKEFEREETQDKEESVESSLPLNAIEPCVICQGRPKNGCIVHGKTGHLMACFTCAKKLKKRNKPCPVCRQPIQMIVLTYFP
EBI2 block: EBI2 receptor antagonists, beta-arrestin recruitment, primary screen, cell-based, luminescence, 7a,25-OHC stimulation, uHTS | G-protein coupled receptor 183 (Homo sapiens), P32249 | 7a,25-OHC stimulated | inhibition, % at 5 µM | 360,000 tested, 0.81% active | AID 651636, 2012; in the data active means inhibition above about 38%;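 further: enzyme fragment complementation signal reports receptor beta-arrestin coupling in cells; 0% = agonist plus DMSO wells and 100% = wells without agonist; some results beyond the cut were filed as inactive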
XBP1 UPR activ: activators of adaptive XBP1 UPR arm, primary screen, cell-based, CHO-XBP1 luciferase reporter, luminescence, uHTS | IRE1-XBP1 UPR activation; percent of tunicamycin response, DMSO as zero | activation, % at 20 µM | 330,000 tested, 0.33% active;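 active means versus positive control, 20 µM dose yields 30% or more activation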;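 further: 100% = tunicamycin at 10 µg/mL and 0% = DMSO only wells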
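Material: CHO cell line with stable XBP1 luciferase reporter; buffer or medium: F12 medium containing 10% fetal bovine serum; compound: single point, 20 µM final compound, 1% DMSO; incubation: 6 h treatment, 37 °C; measured by: glow luminescence from Steady-Glo reagent; evaluation: activation, % of tunicamycin; control set: tunicamycin high, DMSO low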
UPR CHOP act: activators of apoptotic CHOP UPR arm, primary screen, cell-based, CHO-CHOP luciferase reporter, luminescence, uHTS; UPR activation; percent of tunicamycin response over DMSO baseline; activation, % at 10 µM; 330,000 tested, 0.34% active; AID 449763, 2010;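 active means at 10 µM dose, activation of 40% or more, normalized to positive control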;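 further: 100% = tunicamycin at 10 µg/mL and 0% = DMSO alone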
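Assay system: CHO cells with stable CHOP pathway luciferase reporter; Buffer or medium: F12 plus 10% serum; Times: 16-18 h cell attachment, then 6 h compound exposure, 37 °C; Signal: luciferase luminescence; Read-out basis: percent activation relative to tunicamycin control; Control set: tunicamycin high control, DMSO low control.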
697 NFkB inh: inhibitors of PMA/ionomycin-induced NF-kB reporter, 697 cells, primary screen, B-cell NF-kB inhibitor project, cell-based, luminescence, uHTS. 697 B-cell NF-kB luciferase reporter, 16 h. inhibition, % at 4 µM. 330,000 tested, 0.33% active. AID 435022, 2010; in the data active means inhibition above about 35%
CCR6 antagonist: CCR6 receptor antagonists, primary screen, cell-based, CHO-K1, luminescence, beta-arrestin, uHTS | inhibition, % at 20 µM | CHO-K1 CCR6 PathHunter beta-arrestin, CCL20-stimulated | 340,000 tested, 0.49% active | C-C chemokine receptor type 6 (Homo sapiens), P51684;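 active means compounds whose inhibition of the agonist-driven luminescence signal at 20 µM reaches about 50%, limit read from the data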;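 further: cells stimulated with CCL20 at 14 nM final; plate controls were DMSO with CCL20 for no effect and DMSO without agonist for full effect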
CXCR6 inh: CXCR6 receptor inhibitors, primary screen, cell-based, beta-arrestin, luminescence, CHO-K1 PathHunter, 1536-well | C-X-C chemokine receptor type 6 (Homo sapiens), O00574 | inhibition, % at 20 µM | 360,000 tested, 0.36% active | AID 602244, 2012; in the data active means inhibition above about 34%, passing the limit was not always enough;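 further: antagonist mode with CXCL16 agonist at 10 nM final; 0% = 10 nM CXCL16 with DMSO and 100% = unstimulated wells without agonist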
Starred values were filed as active, the others as inactive; x = not tested or not shown. Rows were taken by chance; overall some 5% were active at least once.

SMILES	Gli-Sufu antag	Jurkat NFkB inh	Mdm2 MdmX PPI	EBI2 block	XBP1 UPR activ	UPR CHOP act	697 NFkB inh	CCR6 antagonist	CXCR6 inh
CCNc1nc(NC(C)C)nc(OCCOC(=O)c2ccccc2)n1	11	4	7	-1	-2	-1.4	-1	6	-2
COc1ccc(-c2n[nH]c(C)c2-c2ccc(Cl)cc2)c(O)c1	3	9	30	24	-6	-0.5	-15	-15	16
CNc1nc(N/N=C/c2cc3c(cc2[N+](=O)[O-])OCO3)nc(Nc2ccccc2)n1	16	-14	38	-4	8	2.0	-19	8	7
COc1ccc(C(=O)NCC(c2cccnc2)N2CCN(c3ccccc3)CC2)cc1OC (configuration not stated)	0	15	-22	-1	-2	0.9	5	8	-2
O=C(O)c1ccc2c(c1)ncn2C1CCCC1	-8	-14	4	-4	1	2.3	-34	-5	4
COc1ccc(Cc2nn3c(-c4ccccc4Br)nnc3s2)cc1	0	-21	32	3	-1	0.5	-14	19	4
Cc1c([N+](=O)[O-])c([N+](=O)[O-])nn1CC(=O)N1CCOCC1	2	6	17	7	2	2.4	9	-14	-6
CC1CCC(NC(=O)c2cccn2C)CC1 (configuration not stated)	-78	x	x	-6	x	x	x	6	4
CN(NC(=O)Nc1ccc(Cl)cc1)c1c(Cl)c(Cl)nn1C	-3	10	19	-1	-2	2.3	14	10	-4
COc1ccc2c(Cn3cnc4cc([N+](=O)[O-])ccc4c3=O)cc(=O)oc2c1	-23	70*	60*	14	0	0.4	15	-10	-9
COc1cc(-c2noc(C)c2C(=O)NCc2ccc3c(c2)OCO3)cc(OC)c1OC	-2	0	18	3	-2	-1.5	19	17	-2
Cc1cc(NC(=O)c2ccc3c(c2)C(=O)N(C2CCCCC2)C3=O)no1	0	8	47	-13	5	-0.3	17	23	4
Cc1ccc(NS(=O)(=O)c2cc(C(=O)NCc3ccccn3)ccc2Cl)cc1	2	-12	6	-6	0	2.4	-8	1	2
Cc1nc(N2CCN(C(=O)c3ccco3)CC2)c(C#N)c2c1CCCC2	-1	-11	-5	-14	1	6.4	-19	28	8
COc1ccc(NCc2nnc(SCC(=O)NCc3ccccc3)n2-c2ccccc2OC)cc1	-88	-9	16	-11	4	-2.3	11	-19	4
CCOC(=O)CCCSc1nc2sc3c(c2c(=O)[nH]1)CCC3	8	-4	-22	-9	-3	-0.6	-15	1	-1
O=C(NCc1ccccc1)N1CCC(Cc2ccccc2)CC1	11	3	17	5	0	1.0	-7	11	5
COc1cccc(-c2noc(CCC(=O)Nc3cccnc3)n2)c1	-2	-6	-4	-3	0	4.2	12	13	-15
O=C(Nc1c(-c2ccccc2)nc2ccccn12)c1ccco1	11	-2	13	6	-2	8.7	-15	-4	16
CCN(CC)CCNc1nc(-n2nc(C)cc2C)nc2sc3c(c12)CC(C)(C)OC3	-8	14	61*	1	-3	-0.3	-30	1	17
COCCN1C=C2C(=O)C(C)(OC(=O)CCc3ccccc3)C(=O)C=C2C=C1c1ccc(C#N)cc1 (configuration not stated)	-2	8	2	-19	1	-0.3	22	-8	-7
O=C(O)CCCCC1SCC2NC(=O)NC21 (configuration not stated)	-7	-7	14	-5	4	0.7	8	-6	4
Cc1ccc(OCCOC(=O)C2CCN(S(=O)(=O)c3ccc(C)c(C)c3)CC2)cc1	-8	2	15	56*	1	1.6	8	2	-1
COc1cc(Nc2cccc[n+]2C)cc(OC)c1OC	6	-18	8	0	-4	3.8	15	-9	-15
CCCN1CCC(N(C)CCc2ccc(OC)c(OC)c2)CC1	6	11	-16	3	0	-2.0	2	6	-1

Just UPR CHOP act, Mdm2 MdmX PPI and Jurkat NFkB inh, for four of the compounds above:
Molecule | UPR CHOP act | Mdm2 MdmX PPI | Jurkat NFkB inh
CCOC(=O)CCCSc1nc2sc3c(c2c(=O)[nH]1)CCC3 | -0.6 | -22 | -4
O=C(NCc1ccccc1)N1CCC(Cc2ccccc2)CC1 | 1.0 | 17 | 3
COc1cccc(-c2noc(CCC(=O)Nc3cccnc3)n2)c1 | 4.2 | -4 | -6
O=C(Nc1c(-c2ccccc2)nc2ccccn12)c1ccco1 | 8.7 | 13 | -2

An excerpt from above in order of the Mdm2 MdmX PPI value, low to high.
molecule | Jurkat NFkB inh | Mdm2 MdmX PPI | EBI2 block | XBP1 UPR activ | 697 NFkB inh | CCR6 antagonist | CXCR6 inh
COc1cccc(-c2noc(CCC(=O)Nc3cccnc3)n2)c1 | -6 | -4 | -3 | 0 | 12 | 13 | -15
COCCN1C=C2C(=O)C(C)(OC(=O)CCc3ccccc3)C(=O)C=C2C=C1c1ccc(C#N)cc1 (configuration not stated) | 8 | 2 | -19 | 1 | 22 | -8 | -7
O=C(O)c1ccc2c(c1)ncn2C1CCCC1 | -14 | 4 | -4 | 1 | -34 | -5 | 4
COc1cc(-c2noc(C)c2C(=O)NCc2ccc3c(c2)OCO3)cc(OC)c1OC | 0 | 18 | 3 | -2 | 19 | 17 | -2
Cc1cc(NC(=O)c2ccc3c(c2)C(=O)N(C2CCCCC2)C3=O)no1 | 8 | 47 | -13 | 5 | 17 | 23 | 4
COc1ccc2c(Cn3cnc4cc([N+](=O)[O-])ccc4c3=O)cc(=O)oc2c1 | 70* | 60* | 14 | 0 | 15 | -10 | -9

Remaining list, next part:
SMILES	Gli-Sufu antag	Jurkat NFkB inh	Mdm2 MdmX PPI	EBI2 block	XBP1 UPR activ	UPR CHOP act	697 NFkB inh	CCR6 antagonist	CXCR6 inh
CCCCCCOC(=O)C(C#N)c1nc2ccccc2nc1N1CCOCC1 (configuration not stated)	13	8	12	19	-1	-1.5	-17	-14	-3
C=CCOc1ccccc1/C=c1\sc2nc(-c3oc4ccccc4c3C)nn2c1=O	-3	3	24	x	-5	-1.6	19	0	x
Cc1ccccc1CN1CCN(CC(=O)NCCCN2CCN(c3ccc(F)cc3)CC2)C1=O	-10	10	16	-5	-7	-0.4	-7	18	1
CC(C)(C)NC(=O)COC(=O)Cc1ccc(Cl)cc1	-3	1	6	-5	-1	-0.8	-27	0	-4
CN1C(=O)/C(=C/c2cccc([N+](=O)[O-])c2)C(=O)N1c1ccccc1	-13	-16	6	5	0	3.3	-18	27	8
Cc1ccc(CNC(=O)Cn2c(=O)c3sccc3n(Cc3cccc([N+](=O)[O-])c3)c2=O)cc1	x	12	19	x	3	0.3	-13	x	x
COc1ccc(C2(C)NC(=O)N(CC(=O)NCC(=O)Nc3ccc(F)c(F)c3F)C2=O)cc1OC (configuration not stated)	0	-2	9	2	0	0.3	-10	-2	6
CCOC(=O)C(=O)NC12CC3CC(CC(C3)C1)C2	30	-2	22	-18	-2	0.8	-13	-5	0
O=C(Nc1ccccc1)N1CCCC1	6	-3	11	-3	-1	-1.8	6	-6	-4
CCOC(=O)C1CCN(Cc2ccc(F)c(Br)c2)CC1	3	0	-6	3	0	1.0	6	4	2
CCCN1CNC(=S)N(CC2CCCO2)C1 (configuration not stated)	5	-1	9	-11	-2	1.7	11	3	-5
COc1ccccc1NC(=O)c1ccc(NC(=O)COC(=O)C2CCCO2)cc1 (configuration not stated)	-2	x	x	-6	x	x	x	-5	-2
O=[N+]([O-])c1ccc(C[n+]2cccc3ccc4cccnc4c32)cc1	26	-15	8	-3	-4	-1.1	-25	-18	-2
CCCOC(=O)CSC1=C(C#N)C(c2ccccc2OC)C(C#N)C(=O)N1 (configuration not stated)	-32	-10	-10	4	0	-0.9	15	18	1
Cc1ccccc1Oc1cc(NC(=O)CCCn2nc(C)c([N+](=O)[O-])c2C)cc([N+](=O)[O-])c1	6	0	14	24	5	2.4	-21	33	-27
O=C(COc1coc(CN2CCN(c3ccccc3)CC2)cc1=O)NC1CCCCC1	-14	6	-11	15	-1	-0.5	-2	16	4
COC(=O)CCN(Cc1ccccc1)S(=O)(=O)c1ccccc1Br	-3	x	17	6	-1	1.1	6	13	4
O=C(N/C(=C/c1ccco1)C(=O)N1CCOCC1)c1ccc([N+](=O)[O-])cc1	12	6	24	4	-5	-0.7	13	-8	-8

Filtered by structure, the compounds so far containing a COOH group (2)
SMILES	Gli-Sufu antag	Jurkat NFkB inh	Mdm2 MdmX PPI	EBI2 block	XBP1 UPR activ	UPR CHOP act	697 NFkB inh	CCR6 antagonist	CXCR6 inh
O=C(O)c1ccc2c(c1)ncn2C1CCCC1	-8	-14	4	-4	1	2.3	-34	-5	4
O=C(O)CCCCC1SCC2NC(=O)NC21 (configuration not stated)	-7	-7	14	-5	4	0.7	8	-6	4

In another format: entries from further up
The line under a structure holds: Gli-Sufu antag | Jurkat NFkB inh | Mdm2 MdmX PPI | EBI2 block | XBP1 UPR activ | UPR CHOP act | 697 NFkB inh | CCR6 antagonist | CXCR6 inh
CCCCCCOC(=O)C(C#N)c1nc2ccccc2nc1N1CCOCC1 (configuration not stated)
    13 | 8 | 12 | 19 | -1 | -1.5 | -17 | -14 | -3
C=CCOc1ccccc1/C=c1\sc2nc(-c3oc4ccccc4c3C)nn2c1=O
    -3 | 3 | 24 | x | -5 | -1.6 | 19 | 0 | x
Cc1ccccc1CN1CCN(CC(=O)NCCCN2CCN(c3ccc(F)cc3)CC2)C1=O
    -10 | 10 | 16 | -5 | -7 | -0.4 | -7 | 18 | 1
